Dengue-2 NS5 capping = Dengue-2 NS5 methyltransferase inhibitors, primary screen, biochemical, confirmation dose response (AID 588689); Dengue-2 NS5 methyltransferase capping enzyme assay, biochemical; higher % means a stronger effect; inhibition, % at 25 µM; hits with a dose series show IC50 in µM; hit rate 0.3% among 340,000; in the data active means a potency from the dose series; inconclusive means inhibition above about 29% without an active follow-up result
Lipid droplet = modulators of hepatic lipid droplet formation; AML12 mouse hepatocytes, oleate lipid droplets, BODIPY imaging; inhibition, % at 6.5 µM; hit rate 0.4% among 240,000;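 active means lipid droplet intensity inhibited by at least 50%, with more than 500 cells counted; inconclusive means wells with under 300 cells, treated as cytotoxic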
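Test system: AML12 hepatocytes (mouse); reagent: oleate loading, 100 µM; dosing: one dose, 6.5 µM compound; incubation: overnight exposure; signal: fluorescence imaging, 20x objective, two fields per well; read-out basis: % inhibition of corrected integrated BODIPY droplet signal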
XIAP displacement = small molecules displacing peptide from XIAP – biochemical, IAP family, fluorescence polarization (AID 1018); XIAP BIR domain, fluorescence polarization peptide displacement; higher % means a stronger effect; displacement, % at 20 µM, or IC50 in µM where a hit was titrated; hit rate 0.007% among 200,000; in the data active means displacement above about 50%; further: a part of the inactive calls stands beside numbers as strong as those of hits
HIV peptide binding = inhibitors of HIV fusion peptide binding, primary screen, biochemical, uHTS, fluorescence dequenching (AID 1986). one-dose inhibition, % at 20 µM; IC50 in µM for titrated hits. cell-free peptide binding, fluorescence dequenching, 30 min; higher % means a stronger effect. hit rate 0.3% among 290,000; in the data active means inhibition mostly above about 52%, no sharp cut-off; inactive means mostly below about 76%; further: some results filed as inactive read as strong as hits
HEK293 NOD2/NF-kB = NOD2 signaling inhibitors, cell-based, luminescence, uHTS, HEK293 (AID 1566); HEK293 NOD2/NF-kB luciferase reporter, luminescence; higher % means a stronger effect; hit rate 0.63% among 290,000; inhibition, % at 4 µM; hits with a dose series show EC50 in µM; further: many of its hits are not listed in these tables
SIAH1 antagonists = blockers of Siah-1 interaction with plectin peptide – biochemical, fluorescence polarization, rhodamine-plectin, uHTS, primary screen (AID 1817) | displacement, % at 20 µM, or IC50 in µM where a hit was titrated | Siah-1 / rhodamine-plectin peptide fluorescence polarization; higher % means a stronger effect | hit rate 0.02% among 290,000;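 active means displacement of at least 50% at 20 µM, with a fluorescence ratio check between 0.3 and a set limit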;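 further: plate controls were Siah plus tracer with DMSO for no effect and tracer alone without Siah for full effect; strong numbers were not always called active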
LYP inhibition = inhibitors of LYP phosphatase, biochemical, fluorescence intensity, uHTS (AID 1779); inhibition, % at 11.5 µM, or IC50 in µM where a hit was titrated; hit rate 0.054% among 290,000; recombinant LYP phosphatase, fluorescence intensity; higher % means a stronger effect;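 further: plate controls were vehicle with enzyme for no effect and no enzyme for full effect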
Myeloid diff MLP = myeloid differentiation induction; calls only at 10 µM; hit rate 1% among 360,000; ER-HoxA9 myeloid progenitors, lysozyme-GFP differentiation, flow cytometry; AID 624256;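 active means normalized GFP-positive differentiation at or above the plate's own cutoff, the solvent-only control mean plus 3 SD; inconclusive means no clear call, values can overlap the other calls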;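 further: cells exposed to compound for four days before flow analysis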
AID2073 = inhibitors of Mint1-CaV2.2 protein interaction, biochemical, HTRF (AID 2073) | hit rate 0.19% among 290,000 | HTRF protein-protein interaction, Mint1-CaV2.2; higher % means a stronger effect | one-dose inhibition, % at 20 µM; IC50 in µM for titrated hits; in the data active means inhibition mostly above about 51%, no sharp cut-off; inconclusive means no clear call, values can overlap the other calls; inactive means mostly below about 53%; further: some results filed as inactive read as strong as hits
Lipid droplet cells 6.5 µM = also measured in Lipid droplet; calls as there; cell count; measured here: cell count, cytotoxicity flag;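 cells counted across two imaged fields per well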
Dengue-2 NS5 capping pilot replicate = further read-out of Dengue-2 NS5 capping, marked with its call; inhibition, %; measured here: pilot screen replicate inhibition
Myeloid diff MLP GFP+ MAC1+ % = further read-out of Myeloid diff MLP, marked with its call; GFP+ MAC1+ double positive, %; measured here: differentiation confirmed by MAC1 staining
An asterisk follows results filed as active; i = inactive; ? = inconclusive; · = not tested or not shown. Unless noted, no stated cut-off is given here; in the data, active means inhibition above about 50%; inactive means the rest. Some of the compounds tested; rates above refer to the full screens.

SMILES	Dengue-2 NS5 capping	Lipid droplet	Lipid droplet cells 6.5 µM	XIAP displacement	HIV peptide binding	HEK293 NOD2/NF-kB	SIAH1 antagonists	LYP inhibition	Myeloid diff MLP	Myeloid diff MLP GFP+ MAC1+ %	AID2073	others
Cc1ccccc1CN1CCC(Oc2ccc(C(=O)NCc3ccccn3)cc2)CC1	-4%	-17	725	·	-1.2%	-7%	0%	-5%	i	0.3	6%
CCC(NC(=O)CCCc1ccccc1)c1ccccc1 (configuration not stated)	-7%	-10	683	-9.1%	-0.1%	-3%	1%	-6%	i	0.4	4%
CC(C)C[C@H](NC(=O)N1CCn2c1nc1ccccc12)C(=O)N[C@@H](Cc1ccccc1)C(=O)O	-2%	·	·	·	0.5%	2%	5%	-5%	i	1.3	11%
C=C(C)COc1ccc(-c2nc(N)ncc2Oc2ccc(OC)cc2)c(O)c1	·	·	·	-2.9%	1.6%	9%	7%	2%	i	0.0	24%
N=c1n(CCN2CCOCC2)c2ccccc2n1CC(O)COc1ccccc1 (configuration not stated)	-6%	·	·	-1.7%	-0.9%	-7%	-1%	-1%	i	0.7	1%
C=CCn1c(-c2ccco2)n[nH]c1=S	-12%	·	·	-2.4%	-2.6%	17%	4%	-8%	i	0.4	-2%
Cc1ccccc1Nc1nc(N)nc(CSc2ccc(F)cc2)n1	-9%	3	681	-6.9%	2.2%	-113%	4%	4%	i	0.9	4%
CC(NC(=O)c1ccco1)c1nc(-c2ccccc2)no1 (configuration not stated)	5%	19	708	·	-1.2%	-3%	12%	-7%	i	1.1	-2%
O=C(CN(Cc1ccccc1)C(=O)CCC(=O)Nc1nccs1)NCc1ccco1	·	·	·	-6.7%	1.6%	-8%	0%	-5%	i	0.3	-1%
CC(C)OC(=O)CSc1nnc(-c2ccc(C(C)(C)C)cc2)n1N	-9%	-4	599	-5.3%	-0.1%	-7%	-1%	-1%	i	2.1	-26%
c1ccc(-c2nc3c([nH]2)CCc2nonc2-3)cc1	-3%	-2	766	-1.2%	-0.8%	-10%	2%	4%	i	0.2	3%
CNC(=O)NC(=O)CN1C(=O)NC2(CCOc3ccccc32)C1=O (configuration not stated)	-7%	-5	834	·	-2.1%	-11%	-5%	-10%	i	2.5	6%
COc1ccc(CNC(=O)C(c2cccs2)N(Cc2ccco2)C(=O)Cc2cccs2)cc1 (configuration not stated)	-22%	-42	726	-0.6%	15%	1%	2%	1%	i	2.1	48%
COc1ccc2cc(CN(CC3CCCO3)C(=S)NCc3ccco3)c(=O)[nH]c2c1 (configuration not stated)	-11%	-18	697	-5.8%	0.3%	15%	-3%	-9%	i	0.5	5%
Cc1cc(C(=O)N/N=C2\CC(=O)CC(C)(C)C2)c(C)n1-c1ccc(F)cc1	3%	-26	500	-0.6%	11%	-15%	1%	8%	i	0.3	5%
O=C(NCCN1CCOCC1)C(=O)NCC1OCCCN1S(=O)(=O)c1ccc(F)cc1 (configuration not stated)	-3%	8	863	·	-0.5%	13%	-2%	-11%	i	0.6	10%
CCCCNC(=O)C(=O)N/N=C/c1ccc(OCC(=O)Nc2cccc(OC)c2)c(OC)c1	-1%	22	703	-7.2%	-0.4%	22%	1%	-5%	i	0.4	6%
O=C(c1ccc2nccnc2c1)N1CCN(c2ccccc2)CC1	-11%	6	810	·	-0.8%	-3%	2%	1%	i	0.8	8%
O=C(NCCOc1cccc(Oc2ccccc2)c1)c1cc(-n2cnnc2)ccc1Cl	-1%	-8	703	-5.3%	-0.5%	-6%	11%	-3%	i	5.7	-2%
C[C@H](NC(=O)c1nc[nH]c1C(=O)NCC(=O)OCc1ccccc1)C(=O)OCc1ccccc1	3%	-22	675	·	0.3%	15%	5%	-8%	i	2.0	-3%
COC(=O)c1ccc(-n2c(C)cc(C(=O)CSc3cccc[n+]3[O-])c2C)cc1	-3%	33	711	-6.3%	-0.1%	5%	3%	0%	i	0.1	1%
COc1ccc(NS(=O)(=O)c2cn(C)cn2)cc1Cl	-17%	13	709	·	0.3%	11%	-4%	-10%	i	2.0	12%
CCCCC(CC)CNC(=O)C(Cc1ccccc1)NS(=O)(=O)c1ccc2c(c1)CCC(=O)N2 (configuration not stated)	3%	-31	707	-0.7%	-1.5%	8%	8%	-5%	i	0.3	18%
CCCOc1ccccc1N1C(=O)CC(N2CCOCC2)C1=O (configuration not stated)	-1%	·	·	-6.1%	-2.5%	4%	-3%	-3%	i	1.4	-12%	Dengue-2 NS5 capping pilot replicate=3.0
Cc1ccc2nsnc2c1NC(=S)NC(=O)c1ccco1	-9%	-3	651	-2.2%	2.8%	-1%	2%	-5%	i	0.7	-16%

Structural class: those above with a furan ring, fused or not
SMILES	Dengue-2 NS5 capping	Lipid droplet	Lipid droplet cells 6.5 µM	XIAP displacement	HIV peptide binding	HEK293 NOD2/NF-kB	SIAH1 antagonists	LYP inhibition	Myeloid diff MLP	Myeloid diff MLP GFP+ MAC1+ %	AID2073	others
C=CCn1c(-c2ccco2)n[nH]c1=S	-12%	·	·	-2.4%	-2.6%	17%	4%	-8%	i	0.4	-2%
CC(NC(=O)c1ccco1)c1nc(-c2ccccc2)no1 (configuration not stated)	5%	19	708	·	-1.2%	-3%	12%	-7%	i	1.1	-2%
O=C(CN(Cc1ccccc1)C(=O)CCC(=O)Nc1nccs1)NCc1ccco1	·	·	·	-6.7%	1.6%	-8%	0%	-5%	i	0.3	-1%
COc1ccc(CNC(=O)C(c2cccs2)N(Cc2ccco2)C(=O)Cc2cccs2)cc1 (configuration not stated)	-22%	-42	726	-0.6%	15%	1%	2%	1%	i	2.1	48%
COc1ccc2cc(CN(CC3CCCO3)C(=S)NCc3ccco3)c(=O)[nH]c2c1 (configuration not stated)	-11%	-18	697	-5.8%	0.3%	15%	-3%	-9%	i	0.5	5%
Cc1ccc2nsnc2c1NC(=S)NC(=O)c1ccco1	-9%	-3	651	-2.2%	2.8%	-1%	2%	-5%	i	0.7	-16%

(listing goes on)
SMILES	Dengue-2 NS5 capping	Lipid droplet	Lipid droplet cells 6.5 µM	XIAP displacement	HIV peptide binding	HEK293 NOD2/NF-kB	SIAH1 antagonists	LYP inhibition	Myeloid diff MLP	Myeloid diff MLP GFP+ MAC1+ %	AID2073	others
COc1cccc(/C=N/n2c(N)c(S(=O)(=O)c3cccs3)c3nc4ccccc4nc32)c1	-5%	·	·	0.3%	-1.4%	-16%	-3%	-8%	i	0.6	16%	Dengue-2 NS5 capping pilot replicate=-7.3
CCOC(=O)CC1C(=O)NCCN1C(=O)c1ccc(C)cc1 (configuration not stated)	-1%	·	·	·	-2.0%	18%	2%	-5%	i	0.3	14%
O=C(CSc1ccc(F)cc1)Nc1ccc(N2CCOCC2)cc1	4%	7	844	·	0.2%	-10%	-1%	-10%	i	3.6	13%
Cc1ccc(S(=O)(=O)N(C)CC(O)Cn2c3ccccc3c3ccccc32)cc1 (configuration not stated)	-3%	-4	618	-1.5%	-2.0%	-4%	3%	10%	i	1.4	11%
COC(=O)c1ccc(Cc2ccc(C(=O)OC)o2)o1	-3%	·	·	-22%	-0.8%	0%	2%	-6%	i	8.9	1%
CCOC(=O)N1CCN(C(=O)CS(=O)Cc2nc(-c3ccc(OC)c(OC)c3)oc2C)CC1 (configuration not stated)	6%	1	733	·	-1.3%	17%	-1%	-9%	?	·	-5%
Cc1ccc(C)n1NC(=O)c1ccc(Cl)cc1	-1%	2	780	-2.4%	0.7%	6%	0%	-1%	i	0.6	-8%
COc1cccc(C2CC(c3ccccc3)=NN2S(=O)(=O)c2ccccc2)c1OC (configuration not stated)	-7%	-5	723	-5.2%	0.8%	-9%	10%	3%	i	0.7	17%
COc1ccc(N2CCN(C(=O)c3ccc(NS(=O)(=O)c4ccc(F)c(F)c4)cc3)CC2)cc1	-12%	·	·	3.8%	-0.3%	-1%	3%	-4%	i	2.3	7%
COC(=O)Cc1ccc(NC(=S)N2CCN(c3cc(Cl)ccc3C)CC2)cc1	·	-76	743	-1.8%	-1.9%	20%	2%	1%	i	0.2	-12%
Cc1ccc(C(=O)NCCNc2ccc([N+](=O)[O-])cc2C(F)(F)F)cc1	2%	6	671	-2.3%	-3.3%	16%	-1%	-6%	i	0.6	26%
O=C(CN1CCN(Cc2ccccc2)C1=O)NCc1cccs1	0%	·	·	-3.2%	1.0%	6%	-2%	-6%	i	1.7	0%
C[C@]12CC[C@@H]3c4cc(O)c(O)cc4CC[C@H]3[C@@H]1CC[C@@H]2O	0%	-7	729	2.0%	0.5%	9%	-1%	-3%	i	1.2	-1%
Cc1ccccc1N1C(=O)CC(N2CCC(C(N)=O)CC2)C1=O (configuration not stated)	-1%	11	784	-1.7%	0.9%	2%	0%	-5%	i	0.4	-3%
O=C1NC(=O)/C(=C\c2ccccc2OCc2ccc([N+](=O)[O-])cc2)N1	-5%	6	687	-4.5%	-5.4%	0%	6%	-6%	i	0.5	-2%
CC1CCCN(C(=O)c2cc3c(=O)n4ccccc4nc3s2)C1 (configuration not stated)	-4%	·	·	·	-1.3%	-30%	8%	-8%	i	0.6	15%
COc1ccc(C(=O)COC(=O)COc2ccc(C)c(C)c2)cc1	-7%	-32	711	-8.9%	-1.1%	10%	1%	-7%	i	3.0	1%
CCCC[C@@H](CNC)NC[C@H](Cc1ccc(O)cc1)NCCc1ccc(OCC)cc1	-2%	4	780	·	1.2%	7%	13%	-14%	i	1.4	6%
O=C(NCc1nnc(SCC(=O)N2CCCC2)o1)c1c(F)cccc1F	-2%	5	847	·	2.0%	6%	2%	-7%	·	·	13%
COc1ccccc1N1CCN(/N=C/c2ccc([N+](=O)[O-])cc2)CC1	-12%	0	886	·	-1.9%	-52%	-5%	-2%	i	0.7	-2%
COc1ccc(CC(=O)N(Cc2ccccc2)c2cccc(C)c2)cc1OC	-4%	-8	639	·	0.1%	-14%	9%	-5%	i	0.9	7%
CCC(=O)Nc1ccc(-c2cc3ccccc3oc2=O)cc1	-12%	21	671	-3.3%	-0.2%	-89%	11%	-5%	i	0.3	22%
COc1cccc(OC)c1C(=O)Nc1ccc(C)cc1C(=O)c1ccccc1	-12%	-12	686	-3.9%	-1.9%	27%	3%	10%	i	0.1	7%

Source: PubChem
